High-throughput results deposited in PubChem BioAssay by Sanford-Burnham Center for Chemical Genomics.
697 NFkB inh: inhibitors of the PMA/ionomycin-induced NF-kB reporter in 697 B cells. 697 B-cell NF-kB luciferase reporter, 16 h. inhibition, % at 4 µM. 0.33% of 330,000 active. AID 435022; in the data active = inhibition above about 35%
CHOP UPR activ: activators of apoptotic arm of unfolded protein response (CHOP); CHO-CHOP luciferase reporter, UPR activation, luminescence; percent of tunicamycin response over DMSO baseline; activation, % at 10 µM; 0.34% of 330,000 active;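 active = at 10 µM dose, activation of 40% or more, normalized to positive control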;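 note: 100% = tunicamycin at 10 µg/mL and 0% = DMSO alone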
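System: CHO CHOP reporter cells. Amount: 500 cells per well. Buffer or medium: F12 medium, 10% FBS. Compound dosing: one dose, 10 µM in 0.5% DMSO. Incubation: 6 h compound exposure at 37 °C after overnight seeding. Technique: Steady-Glo luciferase luminescence. Benchmarks: tunicamycin and DMSO controls.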
tim23-1 inh: inhibits growth of tim23-1 mutant yeast | S. cerevisiae tim23-1 growth, BacTiter-Glo luminescence, 24 h | inhibition, % at 20 µM | 1.3% of 330,000 active | AID 463212;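 active = growth inhibition of the mutant yeast at or above 50%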;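 note: temperature-sensitive mutant grown at 25 °C; plate controls were DMSO-treated mutant yeast for no effect and medium wells lacking yeast for full effect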
tim10-1 inh: growth inhibitors of tim10-1 mutant yeast. S. cerevisiae tim10-1 ts strain growth, BacTiter-Glo, 24 h. inhibition, % at 20 µM. AID 463190. 2.2% of 330,000 active;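 active = inhibition of at least 40%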;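 note: mutant grown at 25 °C; 0% = DMSO wells with yeast and 100% = wells holding no yeast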
Jurkat NFkB inh: lowers PMA/ionomycin-induced NF-kB signal in Jurkat cells; 0.53% of 330,000 active; PMA/ionomycin-induced NF-kB luciferase reporter, luminescence; AID 435003; inhibition, % at 4 µM; in the data active = inhibition above about 50%
TIM10 inh: inhibits growth of TIM10 yeast strain | 1.4% of 330,000 active | S. cerevisiae TIM10 strain growth, BacTiter-Glo luminescence, 24 h | inhibition, % at 10 µM;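 active = inhibition of 40% or more at the single tested concentration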;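 note: wild-type TIM10 isogenic control strain grown at permissive 25 °C; 0% = DMSO yeast wells and 100% = minimal medium wells without yeast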
Mdm2 MdmX PPI: disrupts the human Mdm2-MdmX interaction | O15151+Q00987 | SaOS-2 split-luciferase Mdm2/MdmX complementation, luminescence | inhibition, % at 8 µM | 3% of 330,000 active;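 active = inhibition of at least 50% at 8 µM in the primary screen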
Target sequence (O15151 whole entry, looked up): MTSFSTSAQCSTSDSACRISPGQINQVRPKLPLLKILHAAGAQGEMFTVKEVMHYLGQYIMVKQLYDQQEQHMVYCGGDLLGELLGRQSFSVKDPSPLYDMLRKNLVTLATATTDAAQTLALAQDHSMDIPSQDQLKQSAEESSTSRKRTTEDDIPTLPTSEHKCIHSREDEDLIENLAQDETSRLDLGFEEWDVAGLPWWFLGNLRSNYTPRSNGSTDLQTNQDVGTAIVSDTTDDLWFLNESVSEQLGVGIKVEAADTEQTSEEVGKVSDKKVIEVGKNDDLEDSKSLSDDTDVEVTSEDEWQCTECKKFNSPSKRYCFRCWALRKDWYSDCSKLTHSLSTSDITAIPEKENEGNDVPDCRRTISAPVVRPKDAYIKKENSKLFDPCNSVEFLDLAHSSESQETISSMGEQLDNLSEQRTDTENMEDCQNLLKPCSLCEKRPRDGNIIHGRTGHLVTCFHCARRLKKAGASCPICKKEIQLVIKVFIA
Target sequence (Q00987 whole entry, looked up): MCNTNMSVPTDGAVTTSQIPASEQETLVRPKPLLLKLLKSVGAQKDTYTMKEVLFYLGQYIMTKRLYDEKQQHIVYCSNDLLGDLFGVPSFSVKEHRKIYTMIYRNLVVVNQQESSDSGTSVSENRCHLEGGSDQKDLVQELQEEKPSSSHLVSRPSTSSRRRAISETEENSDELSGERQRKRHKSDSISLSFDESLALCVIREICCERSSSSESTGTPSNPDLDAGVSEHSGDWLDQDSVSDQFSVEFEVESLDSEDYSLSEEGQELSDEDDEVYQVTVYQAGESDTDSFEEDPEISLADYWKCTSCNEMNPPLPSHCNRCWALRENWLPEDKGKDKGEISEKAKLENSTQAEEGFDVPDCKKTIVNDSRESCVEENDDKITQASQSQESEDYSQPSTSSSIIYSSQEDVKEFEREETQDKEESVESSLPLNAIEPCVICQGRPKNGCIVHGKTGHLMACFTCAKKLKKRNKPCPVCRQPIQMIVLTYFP
UPR XBP1 act: activators of adaptive arm of unfolded protein response (XBP1). CHO-XBP1 luciferase reporter, IRE1-XBP1 UPR activation, luminescence; percent of tunicamycin response, DMSO as zero. activation, % at 20 µM. 0.33% of 330,000 active;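 active = versus positive control, 20 µM dose yields 30% or more activation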;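 note: 100% = tunicamycin at 10 µg/mL and 0% = DMSO only wells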
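assay system = CHO-XBP1 luciferase reporter cells | amount = 1000 cells/well | buffer or medium = F12 plus 10% FBS | compound dosing = single point, 20 µM final compound, 1% DMSO | incubation = 16-18 h cell attachment at 37 °C, then 6 h compound exposure | detection = Steady-Glo luminescence read | controls = tunicamycin 10 µg/mL and vehicle-only wells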
The depositor's hits bear a star.

Sample of the layout:
SMILES | 697 NFkB inh | CHOP UPR activ | tim23-1 inh | tim10-1 inh | Jurkat NFkB inh | TIM10 inh | Mdm2 MdmX PPI | UPR XBP1 act
CCOCCCNC(=O)CC1Oc2ccc(C)cc2NC1=O (centres undefined) | -7.4 | 5.3 | 1.6 | -17.6 | -4.0 | 1.9 | -13.1 | 0.8
COc1ccc(NC(=O)c2cc([N+](=O)[O-])ccc2NC(=O)CNC2CCCCC2C)c(OC)c1 (centres undefined) | -60.8 | -0.8 | 24.3 | -10.1 | -18.8 | 23.7 | 2.1 | 0.3

The list itself, from the first entry:
SMILES | 697 NFkB inh | CHOP UPR activ | tim23-1 inh | tim10-1 inh | Jurkat NFkB inh | TIM10 inh | Mdm2 MdmX PPI | UPR XBP1 act
CCOCCCNC(=O)CC1Oc2ccc(C)cc2NC1=O (centres undefined) | -7.4 | 5.3 | 1.6 | -17.6 | -4.0 | 1.9 | -13.1 | 0.8
COc1ccc(NC(=O)c2cc([N+](=O)[O-])ccc2NC(=O)CNC2CCCCC2C)c(OC)c1 (centres undefined) | -60.8 | -0.8 | 24.3 | -10.1 | -18.8 | 23.7 | 2.1 | 0.3
COc1ccc(CCN2CCCn3c2nc2c3c(=O)[nH]c(=O)n2C)cc1OC | -2.7 | -1.0 | 21.5 | 19.3 | 1.2 | -17.5 | 19.3 | -0.9
COC(=O)c1ccc(-c2csc(NC(=O)c3ccc(S(=O)(=O)N4CCc5ccccc5C4)cc3)n2)cc1 | -9.8 | 18.1 | 4.5 | 12.4 | -2.3 | 2.5 | 50.7* | 16.9
COc1ccc(N(Cc2cc(=O)[nH]c3ccccc23)C(=O)c2ccco2)cc1 | -3.6 | 1.2 | 0.8 | 2.4 | -0.3 | 6.4 | 16.6 | 2.2
Nc1ccc2nc3c(c(Cl)c2c1)CCCC3 | -14.8 | 4.5 | 31.6 | 24.3 | -20.5 | 6.1 | 45.2 | 14.0
O=C(C1CCCC1)N1CCCC(Nc2ccccc2)C1 (centres undefined) | 2.5 | 0.8 | 12.3 | 14.1 | 14.1 | 2.0 | 15.5 | -4.2
COc1ccc(OCC(=O)NNC(=O)C2CCC2)cc1 | -12.5 | 0.1 | -1.1 | -9.0 | -25.4 | -0.7 | 4.6 | -2.6
CCN(C(=O)COC(=O)c1cc([N+](=O)[O-])ccc1N1CCOCC1)C1CCCCC1 | 12.7 | 0.3 | -8.2 | -3.6 | 19.7 | 5.1 | -20.8 | 2.1
COc1ccc(/C=C(/NC(=O)c2ccco2)C(=O)Nc2ccc(C(C)=O)cc2)cc1 | -8.1 | 1.1 | -20.0 | -31.3 | -1.8 | -22.7 | -11.9 | -0.3
CCOc1ccc(C2N(c3ccc(Cl)cc3)C(=O)C3CCCN32)cc1OC (centres undefined) | 10.3 | -0.6 | 17.9 | 0.3 | 12.4 | -9.5 | -4.6 | 0.2
CC(=O)Nc1ccc(S(=O)(=O)NCCNS(=O)(=O)c2ccc(NC(C)=O)cc2)cc1 | 1.4 | 0.6 | -1.7 | -0.6 | 1.3 | 4.7 | 13.7 | -3.3
CCOc1ccccc1-n1c(SCC(=O)N2CCOCC2)nc2ccccc2c1=O | 5.5 | -0.8 | 19.2 | 19.1 | -4.2 | -7.8 | 6.0 | -5.7
O=S(=O)(c1ccccc1)N1CCC2(CC1)CO2 | 19.8 | -0.1 | 3.1 | 3.8 | -5.8 | 1.1 | 1.5 | -2.8
Fc1ccc(NC(=S)NN=C2CCCCCC2)cc1 | -18.3 | 3.3 | 31.3 | 34.2 | -27.6 | 44.7* | 32.5 | 1.9
N#Cc1ccc(OCC(=O)NN2Cc3ccccc3C2=N)cc1 | 4.1 | -0.9 | 5.8 | -9.7 | -15.2 | -0.5 | -4.4 | 0.8
O=C(Nc1nccs1)c1cccc(N2C(=O)c3cccc4c([N+](=O)[O-])ccc(c34)C2=O)c1 | -42.7 | 85.2* | -15.5 | -34.5 | -6.5 | -42.7 | 86.7* | 13.7
O=[N+]([O-])c1cc(F)c2cccnc2c1O | -3.5 | 0.3 | -30.0 | 4.5 | -4.1 | -15.4 | 39.9 | -1.0
COc1cc([N+](=O)[O-])cc2sc(NC(=O)C(C)(C)C)nc12 | -2.6 | 5.3 | 31.3 | 0.5 | -9.0 | 22.4 | -10.2 | -0.9
O=C(OC(C(=O)NCc1cccs1)c1ccccc1Cl)c1ccco1 (centres undefined) | 11.0 | 0.6 | 30.3 | 28.7 | 11.3 | 29.0 | -3.1 | -5.3
Cc1cccc2cc(COC(=O)c3cccnc3)c(=O)[nH]c12 | 12.5 | -2.1 | 3.5 | -4.5 | 6.5 | 10.1 | 5.9 | -0.6
COc1ccc(C(C)NC(=O)Cc2ccc(Br)cc2)cc1 (centres undefined) | 1.8 | 0.6 | 17.9 | 6.9 | 9.7 | 2.8 | 9.4 | -1.5
CCOC(=O)C1CCN(Cc2cc(=O)oc3cc(C)c(Cl)cc23)CC1 | -11.6 | 2.7 | 22.6 | 16.7 | -0.3 | -2.7 | -17.5 | 1.3
CCC(C)NC(=O)CSc1nc2scc(-c3ccccc3)c2c(=O)[nH]1 (centres undefined) | -7.4 | 0.1 | -2.1 | 6.3 | -9.3 | 17.4 | 10.4 | -1.9
COC(=O)/C=C(\Oc1ccccc1)C1(O)CCCCC1 | 9.6 | 1.6 | 11.0 | 13.4 | 0.9 | 16.0 | 25.2 | 0.8

Additional compounds:
SMILES | 697 NFkB inh | CHOP UPR activ | tim23-1 inh | tim10-1 inh | Jurkat NFkB inh | TIM10 inh | Mdm2 MdmX PPI | UPR XBP1 act
CC(C)CC1NC(=O)N(CC(=O)Nc2ccc(-c3ccccc3)cc2)C1=O (centres undefined) | -8.9 | 6.7 | -0.4 | -2.9 | -15.6 | 2.9 | 4.9 | -1.4
Cn1c(C(=O)N[C@@H](Cc2ccccc2)C(=O)NCCC(=O)O)cc2cc(Cl)ccc21 | 10.2 | 1.3 | 1.7 | -5.8 | -12.3 | -0.8 | 0.1 | -2.8
Brc1cc2[nH]cnc2c2ccccc12 | 38.8* | 0.4 | 18.4 | 10.7 | -0.9 | 8.6 | 18.6 | -2.4
Cc1ccc(C(C)C)c(OCCN(C)C)c1 | -7.3 | 0.3 | -2.9 | 16.2 | -4.2 | -2.0 | 16.3 | -1.2
O=C(COc1ccc2c3c(c(=O)oc2c1)CCCC3)NCCCN1CCCC1=O | 10.5 | 0.7 | 12.6 | 11.9 | 14.0 | 16.0 | 18.3 | 2.9
N=C1SC(CC(=O)Nc2ccccc2[N+](=O)[O-])C(=O)N1c1ccccc1 (centres undefined) | 8.0 | -1.8 | 3.1 | -12.2 | 8.4 | 0.0 | 26.7 | 3.0
O=C(NC1=NCCS1)c1ccc(F)c(S(=O)(=O)N2CCOCC2)c1 | 2.8 | 1.6 | 4.0 | -14.3 | -9.0 | 3.3 | -40.8 | 1.1
CC(=O)Oc1ccc(CCC(C)OC(C)=O)cc1 (centres undefined) | -42.4 | -0.8 | 10.3 | 4.9 | -23.6 | 2.3 | -6.6 | 1.8
CSc1nsc(SCC(=O)Nc2nc3ccccc3s2)n1 | 4.4 | 1.9 | 13.8 | -5.2 | 14.5 | 1.1 | -10.1 | -1.6
CC(C)(C)OC(=O)NCCc1nnc(SCc2cccc(Cl)c2)o1 | 11.4 | 2.7 | 11.8 | 7.0 | 4.1 | 18.9 | 19.7 | 0.5
CCOc1ccc(C(CCc2ccccc2)NC(=O)c2ccccc2)cc1OCC (centres undefined) | 9.7 | -0.2 | 4.4 | -2.8 | -4.1 | -13.4 | 17.2 | -2.3
COc1cccc(CN(CC2CCCO2)S(=O)(=O)c2ccc(-n3cnnn3)c(OC)c2)c1 (centres undefined) | -8.4 | -0.1 | 7.8 | 16.4 | 14.7 | 19.0 | -8.9 | -1.9
O=C(CN1C(=O)COc2ccccc21)c1ccc(Cl)cc1 | -7.8 | 1.0 | 25.7 | 34.8 | 1.6 | 9.7 | -5.3 | -3.4
COC(=O)c1ccc(CNC(=O)CSC2=NCCS2)cc1 | 2.1 | -0.9 | 19.3 | 4.5 | 1.1 | 3.2 | 1.0 | -0.1
S=C(NCCCN1CCOCC1)N1CCOCC1 | 9.7 | 1.9 | 5.7 | -12.6 | -7.2 | 2.4 | 21.0 | 0.7
COCCNC(=O)CSc1ncnc2sccc12 | 6.4 | -0.2 | 8.7 | 13.1 | 6.1 | -22.1 | 8.7 | -1.8
CC1Cc2cc(S(=O)(=O)N3CCN(c4ccccc4)CC3)ccc2N1C(=O)C1CC1 (centres undefined) | -34.1 | -2.3 | 6.2 | 7.7 | 9.6 | 18.7 | 31.7 | -1.0
Cc1cccc(C)c1N(Cc1ccccc1F)S(C)(=O)=O | -5.1 | -0.3 | 7.5 | 3.5 | 7.8 | 6.1 | -11.5 | -4.2
CNC(=O)CSc1nnnn1CCCOC | -20.5 | -1.3 | 2.7 | 11.0 | -11.0 | 8.6 | -5.5 | -0.9
COc1ccc(C(=O)NCc2ccc3c(c2)CCO3)cc1 | -1.5 | 0.1 | -16.0 | -17.0 | -31.0 | -30.9 | -19.2 | -3.8
CCCn1nc(C(=O)OCn2nnc3ccccc3c2=O)c2ccccc2c1=O | 11.2 | 1.3 | 7.7 | 13.6 | 5.6 | 4.9 | 11.7 | -3.6
CN1CCN(/N=C/c2ccc(Cl)c(Cl)c2)CC1 | -74.8 | 4.5 | 1.4 | -7.8 | -82.9 | -9.2 | -57.2 | 2.1
COC(=O)c1cc[n+](CC(=O)c2ccccc2)cc1 | -19.2 | -2.4 | 18.9 | 9.6 | 10.1 | 11.4 | -16.9 | -6.4
Cc1ccsc1CN(C(=O)c1ccccc1)C1CCS(=O)(=O)C1 (centres undefined) | -18.5 | 0.6 | 4.3 | -8.5 | -9.3 | -9.0 | 19.4 | 3.4
O=C(CCCn1c(=O)oc2ccccc21)Nc1cccnc1 | 26.2 | 0.4 | 6.4 | -0.3 | 9.4 | 11.5 | -9.2 | -0.7

Continuation:
SMILES | 697 NFkB inh | CHOP UPR activ | tim23-1 inh | tim10-1 inh | Jurkat NFkB inh | TIM10 inh | Mdm2 MdmX PPI | UPR XBP1 act
CC1CCCCN1c1cc(C#N)c(C#N)cc1[N+](=O)[O-] (centres undefined) | -42.2 | 1.2 | -2.0 | 14.0 | -36.0 | -8.1 | -8.4 | 2.4
Cc1ccccc1OCc1ccc(C(=O)N2CC(C)OC(C)C2)o1 (centres undefined) | -32.4 | 0.4 | 14.0 | 34.1 | -17.9 | 8.4 | 0.1 | 1.1
O=c1ccc(Cc2ccc(Cl)cc2)n[nH]1 | 4.3 | -0.3 | 3.8 | 5.4 | 0.2 | -6.9 | 8.1 | 1.7
NC(=O)c1ccccc1NC(=O)c1cc(S(=O)(=O)N2CCCCC2)ccc1N1CCOCC1 | 16.5 | -0.5 | -7.8 | -12.1 | 2.2 | 1.8 | -10.4 | -0.7
COc1ccccc1N(CC(=O)NCCSc1ccc(Cl)cc1)S(C)(=O)=O | 16.6 | 8.4 | 10.0 | 11.2 | -2.4 | 14.7 | -18.5 | 2.5
COc1ccc(CCC(=O)N(c2nnc(-c3cccnc3)s2)C(C)C)cc1 | -31.7 | -0.6 | 19.3 | 12.7 | -16.1 | 0.7 | -23.8 | -0.6
CS(=O)(=O)N1CCN(C(=O)c2cc(-c3cccs3)nc3ccccc23)CC1 | -8.3 | -0.9 | 14.2 | 17.6 | 7.5 | 5.1 | -10.0 | -3.8

Just Mdm2 MdmX PPI and Jurkat NFkB inh, for 5 of the compounds above:
SMILES | Mdm2 MdmX PPI | Jurkat NFkB inh
Cc1ccccc1OCc1ccc(C(=O)N2CC(C)OC(C)C2)o1 (centres undefined) | 0.1 | -17.9
CC1CCCCN1c1cc(C#N)c(C#N)cc1[N+](=O)[O-] (centres undefined) | -8.4 | -36.0
COc1ccc(CCC(=O)N(c2nnc(-c3cccnc3)s2)C(C)C)cc1 | -23.8 | -16.1
CS(=O)(=O)N1CCN(C(=O)c2cc(-c3cccs3)nc3ccccc23)CC1 | -10.0 | 7.5
COc1ccccc1N(CC(=O)NCCSc1ccc(Cl)cc1)S(C)(=O)=O | -18.5 | -2.4
